NCI-60 one-dose screen, 48 h, at 10 µM unless noted. Numbers give growth in % (100 = growth as untreated, 0 = no growth, -100 = all killed).
HS 578T: HS 578T breast cancer; actives 4.1% (n = 78,000)
SK-MEL-28: SK-MEL-28 melanoma. actives 4.1% (n = 81,000)
MDA-MB-468: MDA-MB-468 breast cancer; actives 8.5% (n = 78,000); AID 2202374
BT-549: BT-549 breast cancer; AID 1794793; actives 4.4% (n = 78,000)
LOX IMVI: LOX IMVI melanoma; actives 7.4% (n = 79,000); AID 1794757
MDA-MB-231: MDA-MB-231 breast cancer; actives 5% (n = 81,000); AID 1794789
MCF7: MCF7 breast cancer; actives 6.3% (n = 82,000); AID 1794796
T-47D: T-47D breast cancer | actives 5% (n = 79,000) | AID 1794792
An asterisk follows results filed as active; · = not tested or not shown; & = joins results of further samples. The calls were made as follows: active = growth percent below 10; inactive = the rest.

No.	Structure	HS 578T	SK-MEL-28	MDA-MB-468	BT-549	LOX IMVI	MDA-MB-231	MCF7	T-47D
1	Nn1c(N/N=C/c2cccc([N+](=O)[O-])c2)n[nH]c1=S	109	100	95	104	100	99	96	105
2	Clc1cc(Cl)c(Cl)nc1Cl	93	114	102	102	92	113	90	86
3	O=C(O)C1(Nc2ccc(-c3ccc(Cl)cc3)cc2)CCCC1	97	101	94	85	95	91	92	87
4	O=C(Nc1ccc(C2=NCCN2)cc1)c1ccc(C(=O)Nc2ccc(C3=NCCN3)cc2)c(Cl)c1	95	105	89	93	92	121	86	83
5	COC(=O)c1ccoc1	102	105	96	108	102	112	88	91
6	COc1cc(/C=C/C(=O)c2c(C)oc3nc[nH]c(=O)c23)cc(OC)c1OC	84	94	64	73	66	87	48	59
7	CS(=O)(=O)c1ccc(-c2cc(-c3nnc(SCC(=O)c4ccccc4)n3-c3ccccc3)c3ccccc3n2)cc1	87	111	80	88	83	78	87	60
8	CCOC(=O)c1c(NC(=O)CSc2nnc(C(C)c3ccc(CC(C)C)cc3)n2-c2ccccc2)sc(C)c1C (stereo not drawn)	92	84	52	96	80	71	50	22
9	CCCSc1nc(Nc2ccc(C(C)=O)cc2)c(C#N)c(-c2ccc(F)cc2)n1	67	87	96	98	67	69	81	91
10	CC1C/C(=C\c2ccc(N)cc2)C(=O)O1 (stereo not drawn)	116	120	105	106	100	95	108	108
11	CCOc1ccc(C(=O)NNC(=O)c2cc(OC)c(OC)c(OC)c2)cc1Cl	111	104	98	71	95	95	99	90
12	COc1ccc(Cn2cc(C(=O)Nc3cccnc3Nc3ccc(Cl)cc3)nn2)cc1	103	113	77	91	96	102	91	94
13	Oc1c(Cl)cc(Cl)c2ccc(CN3CCNCC3)nc12	70	62	34	82	45	59	34	44
14	CCCCOC(=S)SSC(=S)OCCCC	106	112	110	·	104	117	102	110
15	CCOC(CN/C(=C/c1ccc2ccccc2[n+]1C)SC)OCC	102	84	·	82	88	96	69	65
16	C[n+]1cccc2cccc([N+](=O)[O-])c21	104	104	72	·	82	69	76	·
17	C=C1C(=O)O[C@H]2[C@H]1CC/C(COC(=O)N1CCC[C@H]1C(=O)Nc1ccc(OC)c(C(N)=O)c1O)=C\CC[C@@]1(C)O[C@@H]21	72	49	-4.5*	39	43	46	12	30
18	COc1cccc2c1OC1(CCN(C)CC1)N1N=C(c3ccco3)CC21 (stereo not drawn)	91	108	118	100	99	94	88	104
19	CCOC(=O)c1sc(NC(=O)CN2CCC(Cc3ccccc3)CC2)nc1C	83	110	99	104	97	119	94	101
20	CCCCOc1nc2ccccc2cc1/C=C/C(=O)/C=C(O)/C=C/c1cc2ccccc2nc1OCCCC	110	97	113	105	104	99	100	93
21	COc1ccc(C/C(C)=C(/c2ccc(OCCN3CCCCCC3)cc2)c2ccc(OC(=O)Cc3ccccc3)cc2)cc1	98	107	115	107	96	95	56	71
22	CN1COc2ccc3ccccc3c2C1	·	99	111	98	·	102	92	88
23	CCOc1cc(Br)c(Br)c(C=O)c1O	62	75	78	55	71	83	87	60
24	N#Cc1c(-c2ccc(F)cc2)nc(N/N=C/c2cccc(O)c2)nc1N1CCOCC1	84	99	81	93	85	97	72	89
25	CCCCOc1nc2ccc(C)cc2cc1-c1cc(-c2ccc(Cl)cc2)nc(-c2ccc(Cl)cc2)c1	97	106	108	103	100	97	100	98
26	C#CCOc1ccc(/C=N/Nc2nc(-c3cc4c(C(C)(C)C)cc(C(C)(C)C)cc4oc3=O)cs2)cc1OC	96	97	92	102	88	82	40	70
27	O=C(Nc1cccc(-n2ccc3c(NC(=O)c4ccccc4)nccc32)c1)Nc1ccc(Cl)c(Cl)c1	·	79	61	83	48	71	50	75
28	C/C(=C(/c1ccc(Cl)cc1)c1ccc(OCCN)cc1)c1ccc(C)cc1	97	100	108	117	105	94	102	97
29	O=[N+]([O-])c1cc(Br)cc(-c2c(Br)cc([N+](=O)[O-])cc2Br)c1	101	99	60	99	87	92	92	90
30	C[N+](C)(C)CCCSC1=NCCN1	101	101	103	107	97	101	91	91
31	NNC(=O)CNC(=O)Cn1c(=O)[nH]c2ccccc2c1=O	108	96	99	118	90	94	98	100
32	CCCCCC1=NCCN1CCO	99	116	101	109	108	113	105	119
33	CCCCCN1C=C/C(=C\C(=O)n2ccc3ccccc32)c2ccccc21	92	104	73	97	92	93	73	70
34	COc1ccc(-c2cc(-c3nnc(SC/C(=N\O)c4ccccc4)n3-c3ccccc3)c3ccccc3n2)cc1OC	87	112	113	98	95	104	·	107
35	COc1cc(-c2nc(SC(C)C)nc(Nc3ccc(C)cc3)c2C#N)cc(OC)c1OC	100	103	118	108	100	90	91	·
36	CN(C)CCN1C(=O)c2cccc3c(N)ccc(c23)C1=O	57	71	39	90	5.3*	58	-11*	-2.6*
37	Clc1ccc(C(c2cccc(Cl)c2)C(Cl)Cl)cc1 (stereo not drawn)	102	104	98	74	91	94	93	75
38	COc1ccc(/C(C)=N/NS(=O)(=O)c2ccc(C)cc2)cc1OC	97	123	104	100	93	113	102	88
39	Cc1ccc(C(=O)/C=C/c2nc(-c3ccc(Cl)cc3)oc2C)cc1	95	98	91	96	96	97	65	74
40	CC(C)(C)c1cc(Cl)c(O)c(Cl)c1	90	91	111	85	101	108	87	64
41	O=C(O)/C=C(\c1nc(-c2ccccc2)c(-c2ccccc2)[nH]1)c1cc(Cl)ccc1O	104	107	105	94	90	69	74	69
42	CN(C)CC[C@H](c1ccc(Cl)cc1)c1ccccn1	109	114	97	99	96	105	112	102
43	COc1ccc2c(C3NNC(=S)N3)cc(=O)oc2c1 (stereo not drawn)	89	111	125	96	98	90	91	95
44	CN1CCN(c2nc3sc4c(c3c(=O)[nH]2)CCCC4)CC1	109	115	104	108	95	105	97	80
45	Cn1c(=S)sc2nc3ccccc3n2c1=S	85	106	·	101	84	84	82	76
46	O=c1oc(-c2cccc([N+](=O)[O-])c2)nc2ccccc12	107	101	95	102	103	104	95	91
47	CC1(c2ccccc2)CO1 (stereo not drawn)	97	105	110	112	103	108	103	109
48	CC1=NN(c2nc3ccccc3nc2Cc2ccccc2)C(=O)C1	104	113	95	115	99	110	100	99
49	COc1ccc(-c2nc3ncccn3c2-c2nnc(-c3cc(OC)c(OC)c(OC)c3)o2)cc1	88	96	102	84	74	74	85	93
50	COC(=O)Cc1[nH]cnc1C(=O)OC	102	115	90	91	105	115	97	109

(more compounds)
No.	Structure	HS 578T	SK-MEL-28	MDA-MB-468	BT-549	LOX IMVI	MDA-MB-231	MCF7	T-47D
51	CCCCCCCCCCCCCCCCCCNC1=C(Cl)C(=O)c2ccccc2C1=O	83	114	135	86	88	101	94	102
52	CNc1c(Br)cc(Br)cc1-c1n[nH]c(=O)[nH]c1=O	97	102	·	99	98	96	89	89
53	COc1cccc(-c2cc(-c3ccc(NS(C)(=O)=O)cc3)[nH]c(=O)c2C#N)c1	117	100	107	102	87	93	94	98
54	N#Cc1ccc(O)c(C2=NCC(c3ccccn3)O2)c1 (stereo not drawn)	107	93	90	53	60	99	86	46
55	O=C(Nc1cccc2[nH]c(C(F)(F)F)nc12)c1ccc2c(c1)OCO2	92	100	101	104	97	85	97	84
56	O=C(O)C(=N\Nc1ccccc1)/C(=N\Nc1ccccc1)C(=O)O	106	113	112	112	99	93	95	84
57	COc1ccc(-c2nc3c(C)cccn3c2C(C)=O)cc1	97	103	104	93	91	98	92	81
58	CN(C)CC(C(=O)c1ccccc1)c1ccccc1 (stereo not drawn)	60	61	-48*	23	3.1*	80	11	67
59	CN(C)CCCNC1(c2ccc(F)cc2)C2CC3CC(C2)CC1C3 (stereo not drawn)	90	98	83	98	77	78	82	88
60	O=C1CC(c2ccccc2)=NO1	112	112	98	100	·	101	100	111
61	N#CC1=C(c2c[nH]c3ccccc23)Nc2nc(N)nc(N)c2C1c1ccc(Cl)cc1 (stereo not drawn)	56	69	63	58	55	63	38	68
62	COc1ccc(CSc2nnc(-c3ccc4c(c3)nc(-c3ccccc3)n4C3CCCCC3)o2)cc1	89	103	93	83	76	81	74	32
63	Cc1ccc(-c2cc(-c3ccccn3)[nH]n2)cc1	·	107	98	108	95	93	95	89
64	COc1ccc2[nH]cc(-c3cc(N)n4nc(-c5cn(C)c6ccccc56)cc4n3)c2c1	-7.8*	-93*	-80*	-75*	-68*	-45*	-82*	-73*
65	CC(C)(C)[Si](C)(C)OC1[C@@H](CNC(=O)NC(=O)NC(N)=O)O[C@@H](n2cnc3c(NC(=O)Nc4ccccc4)ncnc32)[C@H]1O[Si](C)(C)C(C)(C)C (stereo partly drawn)	77	64	99	95	56	84	58	83
66	C=C1C(=O)O[C@@H]2/C=C(/C)C3=CC(=O)[C@@](C)(C[C@H](OC(=O)/C(C)=C\C)[C@@H]12)O3	47	·	-44*	28	-45*	-17*	13	-17*
67	CCOC(=O)c1c(Nc2ccc(S(=O)(=O)N=C(N)N)cc2)nnc(-c2ccccc2)c1-c1ccccc1	107	106	98	128	111	87	103	93
68	NC(N)=N/N=C/c1ccccc1Br	·	110	104	107	89	104	99	88
69	COc1ccc(-c2cnoc2-c2cc(OC)c3c(c2)OCCO3)cc1	46	51	20	3.8*	17	-24*	12	·
70	CC(C)=Cc1oc2c3c(c(O)c4ccccc4c(=O)c13)C(=O)c1ccccc1-2	99	124	112	103	92	96	84	87
71	CCCCc1oc2ccc([N+](=O)[O-])cc2c1C(=O)c1ccc(C#CC2CCCCC2)cc1	105	107	118	107	96	97	93	81
72	COc1cc(N)c(C)c2c(C)ccnc12	93&103	102&110	96&98	93&108	99	97	86&95	88
73	CC/C(=C(/c1ccc(O)cc1)c1ccc(OCCN(C)C(=O)COCCNC(=O)c2ccc3c(c2)CN([C@@H]2CCC(=O)NC2=O)C3=O)cc1)c1ccccc1	95	102	63	90	100	71	23	73
74	O=C(c1ccccc1)N(CCCCl)C(=O)N(CCCCl)C(=O)c1ccccc1	94	133	94	103	90	86	119	93
75	CCCCCC[C@@H](O)C/C=C\CCCCCCCC(=O)OCCOC	101	105	104	99	86	90	100	94
76	O=C(CCCCCCCCC(=O)N/N=C\c1cc(Cl)ccc1O)N/N=C\c1cc(Cl)ccc1O	66	42	-16*	39	14	37	20	28
77	COc1ccccc1Cn1cc2c(c1-c1ccccc1)CCCc1cnoc1-2	91	106	84	128	94	92	87	93
78	CCOC(=O)c1c(C)c[nH]c1Cc1[nH]cc(C)c1C(=O)OCC	93	108	100	83	97	81	97	83
79	COC1(c2ccco2)OC1(C)C (stereo not drawn)	103	107	·	109	106	113	94	102
80	O=C(Nc1ccc2oc(=O)ccc2c1)c1cc(C(F)(F)F)cc(C(F)(F)F)c1	115	106	89	100	·	98	83	102
81	O=C(Nc1cccc(Cl)c1)OCC#CCCl	90	87	102	51	83	90	67	·
82	CNC(=O)c1cc(N2CCc3c2ccc(NC(=O)Nc2ccc(Cl)c(C(F)(F)F)c2)c3F)ccn1	85	94	110	107	88	77	79	94
83	O=C(NN1C(=O)/C(=C/c2cccs2)SC1=S)c1cccnc1	106	99	98	101	·	94	102	101
84	CSc1nc(=O)n(Cc2ccc(F)cc2)c(=O)[nH]1	96	100	118	105	95	105	100	92
85	Cc1ccc2c(n1)C[C@H](C#N)CC[C@H]2C	103	101	96	104	99	99	95	101
86	CCN=C(NCC)c1ccc(NC(=O)Nc2ccc(NC(=O)Nc3ccc(C(=NCC)NCC)cc3)cc2)cc1	67	97	37	49	75	70	41	63
87	COc1ccc2c(c1)nnn1c3ncccc3c(N=O)c21	-30*	16	-88*	-12*	-59*	-31*	-59*	-0.2*
88	S=C1NCCN1c1ccc(Cl)cc1	101	92	103	103	94	112	94	110
89	Cc1nc2ccc(Br)cn2c1-c1nnc(SCc2ccc([N+](=O)[O-])cc2)o1	104	104	92	99	103	85	80	85
90	COC(=O)c1c2c(c(C)[n+]([O-])c1C)C(=O)C(NCc1cccc(Cl)c1)=CC2=O	79	63	-26*	49	12	4.0*	-36*	6.0*
91	CC1=NN(c2nc(-c3ccccc3)c(C#N)c(=O)n2C)C(=O)C1N=Nc1ccc(C(=O)O)cc1 (stereo not drawn)	101	47	89	111	97	92	95	103

Reprinted from above, 11 compounds:
No.	Structure	HS 578T	SK-MEL-28	MDA-MB-468	BT-549	LOX IMVI	MDA-MB-231	MCF7	T-47D
80	O=C(Nc1ccc2oc(=O)ccc2c1)c1cc(C(F)(F)F)cc(C(F)(F)F)c1	115	106	89	100	·	98	83	102
81	O=C(Nc1cccc(Cl)c1)OCC#CCCl	90	87	102	51	83	90	67	·
82	CNC(=O)c1cc(N2CCc3c2ccc(NC(=O)Nc2ccc(Cl)c(C(F)(F)F)c2)c3F)ccn1	85	94	110	107	88	77	79	94
83	O=C(NN1C(=O)/C(=C/c2cccs2)SC1=S)c1cccnc1	106	99	98	101	·	94	102	101
84	CSc1nc(=O)n(Cc2ccc(F)cc2)c(=O)[nH]1	96	100	118	105	95	105	100	92
85	Cc1ccc2c(n1)C[C@H](C#N)CC[C@H]2C	103	101	96	104	99	99	95	101
86	CCN=C(NCC)c1ccc(NC(=O)Nc2ccc(NC(=O)Nc3ccc(C(=NCC)NCC)cc3)cc2)cc1	67	97	37	49	75	70	41	63
87	COc1ccc2c(c1)nnn1c3ncccc3c(N=O)c21	-30*	16	-88*	-12*	-59*	-31*	-59*	-0.2*
88	S=C1NCCN1c1ccc(Cl)cc1	101	92	103	103	94	112	94	110
89	Cc1nc2ccc(Br)cn2c1-c1nnc(SCc2ccc([N+](=O)[O-])cc2)o1	104	104	92	99	103	85	80	85
90	COC(=O)c1c2c(c(C)[n+]([O-])c1C)C(=O)C(NCc1cccc(Cl)c1)=CC2=O	79	63	-26*	49	12	4.0*	-36*	6.0*

Source: PubChem BioAssay
